Screens deposited in PubChem BioAssay by several laboratories.
Siah-1 displacement: Siah-1 peptide-binding antagonists, primary screen, biochemical, fluorescence polarization, rhodamine-plectin, uHTS (AID 1817); E3 ubiquitin-protein ligase SIAH1 (Homo sapiens); Siah-1 / rhodamine-plectin peptide fluorescence polarization; higher % means a stronger effect; displacement, % at 20 µM; hits with a dose series show IC50 in µM; 0.02% of 290,000 active;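 active = displacement of at least 50% at 20 µM, with a fluorescence ratio check between 0.3 and a set limit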;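 note: plate controls were Siah plus tracer with DMSO for no effect and tracer alone without Siah for full effect; strong numbers were not always called active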
NTR1 agonist: agonists of NTR1, primary screen, imaging, U2OS cells, beta-arrestin-GFP, high content (AID 493036); Neurotensin receptor type 1 (Homo sapiens), P30989; activation, % at 20 µM; NTR1-U2OS beta-arrestin-GFP spot imaging, agonist mode; 0.17% of 330,000 active;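 active = activation at or above 40% of the spot to cytoplasm intensity ratio, with at least 20 cells analyzed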;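 note: 0% = DMSO without peptide and 100% = 100 nM NTR1 peptide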
Target sequence (P30989 whole entry, looked up): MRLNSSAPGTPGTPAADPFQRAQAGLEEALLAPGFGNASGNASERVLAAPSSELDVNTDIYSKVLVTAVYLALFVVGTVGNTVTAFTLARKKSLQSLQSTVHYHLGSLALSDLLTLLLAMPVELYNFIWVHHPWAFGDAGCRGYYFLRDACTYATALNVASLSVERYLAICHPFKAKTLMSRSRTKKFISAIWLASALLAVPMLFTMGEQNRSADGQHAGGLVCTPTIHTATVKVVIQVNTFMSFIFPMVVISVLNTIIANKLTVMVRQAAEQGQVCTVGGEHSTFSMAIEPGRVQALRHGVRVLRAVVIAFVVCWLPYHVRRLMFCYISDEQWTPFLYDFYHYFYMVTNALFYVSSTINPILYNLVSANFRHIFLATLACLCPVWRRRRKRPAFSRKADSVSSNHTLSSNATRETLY
AID2073: inhibitors of Mint1-CaV2.2 protein interaction, biochemical, HTRF (AID 2073). 0.19% of 290,000 active. Voltage-dependent N-type calcium channel subunit alpha-1B (Homo sapiens). inhibition, % at 20 µM, or IC50 in µM where a hit was titrated. HTRF protein-protein interaction, Mint1-CaV2.2; higher % means a stronger effect; in the data active = inhibition mostly above about 51%, no sharp cut-off; note: some results filed as inactive read as strong as hits
GPR55 LPI antagonism: GPR55 antagonists blocking LPI-driven arrestin recruitment, primary screen, imaging, U2OS, beta-arrestin-GFP, LPI agonist (AID 2013); G-protein coupled receptor 55 (Homo sapiens); U2OS GPR55 beta-arrestin-GFP translocation imaging, LPI antagonism; higher % means a stronger effect; inhibition, % at 10 µM, or IC50 in µM where a hit was titrated; 0.13% of 290,000 active;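 active = spots per cell inhibited over 60%, with over 100 cells counted and total cytoplasm intensity under 500,000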;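 note: U2OS cells stably carrying GPR55 and arrestin-GFP stimulated by 5 µM LPI near EC80; imaged beta-arrestin-GFP aggregate spots per cell after agonist stimulation; plate controls were LPI-stimulated DMSO wells for no effect and DMSO wells without LPI for full effect; some results filed as inactive read as strong as hits; confirmed hits need IC50 under 10 µM and bright autofluorescent wells are also inconclusive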
Dengue-2 NS5 capping: Dengue-2 NS5 methyltransferase inhibitors, primary screen, biochemical, confirmation dose response (AID 588689); Genome polyprotein (Dengue virus type 2 (strain 16681-PDK53)); Dengue-2 NS5 methyltransferase capping enzyme assay, biochemical; higher % means a stronger effect; one-dose inhibition, % at 25 µM; IC50 in µM for titrated hits; 0.3% of 340,000 active; in the data active = a potency from the dose series
HIV peptide binding: inhibitors of HIV fusion peptide binding, primary screen, biochemical, uHTS, fluorescence dequenching (AID 1986). cell-free peptide binding, fluorescence dequenching, 30 min; higher % means a stronger effect. one-dose inhibition, % at 20 µM; IC50 in µM for titrated hits. 0.3% of 290,000 active; in the data active = inhibition mostly above about 52%, no sharp cut-off; inactive = mostly below about 76%; note: some results filed as inactive read as strong as hits
K1F lysis inhibition: inhibition of K1F phage lysis, E. coli UTI89, bacterial capsule biogenesis inhibitors, alamar blue (AID 488966) | 0.02% of 340,000 active | E. coli UTI89 K1F phage lysis, alamar blue, 2 h; higher % means a stronger effect | one-dose inhibition, % at 100 µM; IC50 in µM for titrated hits;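 active = phage lysis inhibition, versus mean bacterial control, above a set limit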;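 note: capsule biogenesis inhibitors block K1F phage lysis so surviving cells raise fluorescence; higher fluorescence means more inhibition of phage lysis; actives were called in the ten point dose series up to 300 µM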
GPR35 antagonists: GPR35 antagonists blocking zaprinast-driven arrestin recruitment, primary screen, imaging, U2OS, beta-arrestin-GFP, zaprinast agonist (AID 2058). G-protein coupled receptor 35 (Homo sapiens). U2OS GPR35 beta-arrestin-GFP translocation imaging, zaprinast antagonism; higher % means a stronger effect. inhibition, % at 10 µM, or IC50 in µM where a hit was titrated. 0.052% of 290,000 active;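 active = inhibition of at least 50% with at least 30 cells and total cytoplasm GFP at most 10,000,000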
GPR55 beta-arrestin: GPR55 agonists via beta-arrestin recruitment, primary screen, imaging, U2OS cells, beta-arrestin-GFP redistribution (AID 1961) | G-protein coupled receptor 55 (Homo sapiens) | U2OS GPR55 beta-arrestin-GFP redistribution imaging; higher % means a stronger effect | one-dose activation, % at 10 µM; EC50 in µM for titrated hits | 0.048% of 290,000 active;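 active = activation above 40% with more than 50 cells counted in the well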;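 note: U2OS osteosarcoma cells stably expressing GPR55 and beta-arrestin-GFP; plate controls were DMSO negative control for no effect and LPI positive control for full effect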
NTR1 agonist cell count 20 µM: second read-out of NTR1 agonist, no call of its own (marks repeat the call); cell count; measured here: cell count, cytotoxicity flag
Dengue-2 NS5 capping pilot replicate: also measured in Dengue-2 NS5 capping; calls as there; inhibition, %; measured here: pilot screen replicate inhibition
Active calls of the source: *; [ ] = another dose, or the depositor's remark.

Results for Cc1nc(-c2ccccc2)sc1C1(C)CC(c2ccc([N+](=O)[O-])cc2)=NO1 (configuration not stated) ?
Siah-1 displacement: 0%; NTR1 agonist: -2.2; AID2073: 2%; GPR55 LPI antagonism: 0%; Dengue-2 NS5 capping: -3%; HIV peptide binding: -1.5%; K1F lysis inhibition: 1.0%; GPR35 antagonists: -2%; GPR55 beta-arrestin: -0.2%; NTR1 agonist cell count 20 µM: 106

What do the screens show for `CC(=O)Nc1nc2ccccc2n1CCN(C)C`?
Siah-1 displacement: 4%; NTR1 agonist: 0.1; AID2073: -7%; GPR55 LPI antagonism: 9%; HIV peptide binding: -2.2%; K1F lysis inhibition: 0.5%; GPR35 antagonists: 3%; GPR55 beta-arrestin: -0.2%; NTR1 agonist cell count 20 µM: 56

Results for COC(=O)CN(c1ccc(OCc2ccccc2)cc1)S(C)(=O)=O ?
Siah-1 displacement: 6%; NTR1 agonist: 1.1; AID2073: -2%; GPR55 LPI antagonism: 0%; Dengue-2 NS5 capping: 1%; HIV peptide binding: 0.9%; K1F lysis inhibition: -0.3%; GPR35 antagonists: -1%; GPR55 beta-arrestin: -0.2%; NTR1 agonist cell count 20 µM: 36

How did COc1cccc(-n2nnc3c(=O)n(Cc4ccc(Cl)cc4)cnc32)c1 do in these assays?
Siah-1 displacement: 2%; NTR1 agonist: 1.6; AID2073: 4%; GPR55 LPI antagonism: 20%; Dengue-2 NS5 capping: 0%; HIV peptide binding: 6.1%; K1F lysis inhibition: 6.2%; GPR35 antagonists: 13%; GPR55 beta-arrestin: 0.0%; NTR1 agonist cell count 20 µM: 72

How did O=C(Nc1ccccc1)c1cn2ccccc2n1 do in these assays?
Siah-1 displacement: -6%; NTR1 agonist: -0.4; AID2073: -6%; GPR55 LPI antagonism: 5%; Dengue-2 NS5 capping: -10%; HIV peptide binding: -0.3%; K1F lysis inhibition: 0.2%; GPR35 antagonists: 7%; GPR55 beta-arrestin: 0.3%; NTR1 agonist cell count 20 µM: 62

How did O=C(COC(=O)CC12CC3CC(CC(C3)C1)C2)Nc1cccnc1Cl do in these assays?
Siah-1 displacement: 0%; NTR1 agonist: 0.6; AID2073: -1%; GPR55 LPI antagonism: 8%; Dengue-2 NS5 capping: 0%; HIV peptide binding: 1.4%; K1F lysis inhibition: -0.1%; GPR35 antagonists: -7%; GPR55 beta-arrestin: -0.2%; NTR1 agonist cell count 20 µM: 61

Results for CC(C)CNC(=O)COc1ncnc2sccc12 ?
Siah-1 displacement: -1%; NTR1 agonist: 1.4; AID2073: -1%; GPR55 LPI antagonism: 2%; Dengue-2 NS5 capping: -7%; HIV peptide binding: 0.2%; K1F lysis inhibition: -0.6%; GPR35 antagonists: 2%; GPR55 beta-arrestin: -0.6%; NTR1 agonist cell count 20 µM: 44

How did C=CCn1c(SCc2c(F)c(F)c(F)c(F)c2F)nc(O)cc1=O do in these assays?
Siah-1 displacement: 0%; NTR1 agonist: 0.7; AID2073: 5%; GPR55 LPI antagonism: 2%; Dengue-2 NS5 capping: -3%; HIV peptide binding: -1.0%; K1F lysis inhibition: -1.0%; GPR35 antagonists: -18%; GPR55 beta-arrestin: 0.2%; NTR1 agonist cell count 20 µM: 89

How did Cc1c(C(=O)NC(C)C)oc2c1-c1[nH]ncc1CC2 do in these assays?
Siah-1 displacement: 2%; NTR1 agonist: 0.3; AID2073: 1%; GPR55 LPI antagonism: 8%; Dengue-2 NS5 capping: -5%; HIV peptide binding: -1.1%; K1F lysis inhibition: -0.3%; GPR35 antagonists: -5%; GPR55 beta-arrestin: -0.1%; NTR1 agonist cell count 20 µM: 50

How did CC1CC(C(F)(F)F)n2nc(C(=O)O)cc2N1 (configuration not stated) do in these assays?
Siah-1 displacement: -2%; NTR1 agonist: 1.1; AID2073: 19%; GPR55 LPI antagonism: 5%; Dengue-2 NS5 capping: -3%; HIV peptide binding: 2.3%; K1F lysis inhibition: 0.1%; GPR35 antagonists: -11%; GPR55 beta-arrestin: -0.1%; NTR1 agonist cell count 20 µM: 64; Dengue-2 NS5 capping pilot replicate: -4.0

Results for CCn1c(=O)cc(OCC(=O)Nc2ccccc2C#N)c2ccccc21 ?
Siah-1 displacement: 1%; NTR1 agonist: -1.2; AID2073: 1%; GPR55 LPI antagonism: -1%; Dengue-2 NS5 capping: -5%; HIV peptide binding: -0.3%; K1F lysis inhibition: 7.1%; GPR35 antagonists: 4%; GPR55 beta-arrestin: 0.3%; NTR1 agonist cell count 20 µM: 45

Results for CCCCc1ccc(NC(=O)C(=O)NCCN2CCN(C(=O)c3ccc([N+](=O)[O-])cc3)CC2)cc1 ?
Siah-1 displacement: -1%; NTR1 agonist: -1.7; AID2073: 7%; GPR55 LPI antagonism: 7%; Dengue-2 NS5 capping: -5%; HIV peptide binding: -0.9%; K1F lysis inhibition: 0.3%; GPR35 antagonists: 0%; GPR55 beta-arrestin: -0.4%; NTR1 agonist cell count 20 µM: 33

How did Cc1[nH]n(-c2ccccc2)c(=O)c1N=Nc1ccccc1 do in these assays?
Siah-1 displacement: 0%; NTR1 agonist: 4.0; AID2073: 15%; GPR55 LPI antagonism: -2%; Dengue-2 NS5 capping: -4%; HIV peptide binding: -2.4%; K1F lysis inhibition: -0.4%; GPR35 antagonists: 5%; GPR55 beta-arrestin: -0.1%; NTR1 agonist cell count 20 µM: 47

Results for NC1=NC(=O)C(Cc2cccc(Cl)c2)S1 (configuration not stated) ?
Siah-1 displacement: -2%; NTR1 agonist: 1.8; AID2073: -4%; GPR55 LPI antagonism: -3%; Dengue-2 NS5 capping: 5%; HIV peptide binding: -0.4%; K1F lysis inhibition: 0.7%[50 µM]; GPR35 antagonists: 1%; GPR55 beta-arrestin: 0.5%; NTR1 agonist cell count 20 µM: 71

What do the screens show for `Cc1cc(Nc2cccc(Cl)c2)n2ncnc2n1`?
Siah-1 displacement: 7%; NTR1 agonist: 1.0; AID2073: 8%; GPR55 LPI antagonism: -1%; Dengue-2 NS5 capping: -2%; HIV peptide binding: 2.0%; K1F lysis inhibition: -0.2%; GPR35 antagonists: 0%; GPR55 beta-arrestin: -0.2%; NTR1 agonist cell count 20 µM: 49

What do the screens show for `CCOC(CC(=O)NNC(=O)c1c(-c2c(Cl)cccc2Cl)noc1C)OCC`?
Siah-1 displacement: 2%; NTR1 agonist: -0.9; AID2073: -2%; GPR55 LPI antagonism: -5%; HIV peptide binding: -1.2%; GPR35 antagonists: -16%; GPR55 beta-arrestin: -0.2%; NTR1 agonist cell count 20 µM: 40

What do the screens show for `Cc1cccc(CSc2nnc(NC(=O)CSc3nnc(C)s3)s2)c1`?
Siah-1 displacement: 8%; NTR1 agonist: 0.4; AID2073: -8%; GPR55 LPI antagonism: 15%; Dengue-2 NS5 capping: 3%; HIV peptide binding: 1.3%; K1F lysis inhibition: 0.7%; GPR35 antagonists: 2%; GPR55 beta-arrestin: 0.0%; NTR1 agonist cell count 20 µM: 31

What do the screens show for `c1ccc(Nc2scc(-c3ccccc3)[n+]2Cc2ccco2)cc1`?
Siah-1 displacement: -1%; NTR1 agonist: 13; AID2073: 12%; GPR55 LPI antagonism: 12%; Dengue-2 NS5 capping: -6%; HIV peptide binding: 0.0%; K1F lysis inhibition: 0.0%; GPR35 antagonists: 5%; GPR55 beta-arrestin: -0.4%; NTR1 agonist cell count 20 µM: 57

What do the screens show for `O=Cc1cccc(Oc2ccc([N+](=O)[O-])cc2[N+](=O)[O-])c1`?
Siah-1 displacement: 4%; NTR1 agonist: 1.9; AID2073: -4%; GPR55 LPI antagonism: -7%; Dengue-2 NS5 capping: -10%; HIV peptide binding: -0.7%; K1F lysis inhibition: -0.2%; GPR35 antagonists: -3%; GPR55 beta-arrestin: -0.3%; NTR1 agonist cell count 20 µM: 34

How did Cc1coc2c(C)c3oc(=O)c(CC(=O)N[C@@H](CC(C)C)C(=O)O)c(C)c3cc12 do in these assays?
Siah-1 displacement: -1%; NTR1 agonist: 3.6; AID2073: 36%; GPR55 LPI antagonism: 1%; Dengue-2 NS5 capping: -10%; HIV peptide binding: 3.1%; K1F lysis inhibition: 0.0%; GPR35 antagonists: 4%; GPR55 beta-arrestin: -0.1%; NTR1 agonist cell count 20 µM: 82

What do the screens show for `O=C(NCc1ccco1)c1c(O)c2cccc3c2n(c1=O)CCC3`?
Siah-1 displacement: 2%; NTR1 agonist: 0.2; AID2073: 36%; GPR55 LPI antagonism: 0%; Dengue-2 NS5 capping: -1%; HIV peptide binding: -1.0%; K1F lysis inhibition: 0.7%; GPR35 antagonists: 0%; GPR55 beta-arrestin: -0.6%; NTR1 agonist cell count 20 µM: 49

Results for CCOC(=O)N1CCN(C(=O)c2ccc3c(c2)sc2nc(-c4ccc(OC)cc4)cn23)CC1 ?
Siah-1 displacement: -5%; NTR1 agonist: 3.5; AID2073: -4%; GPR55 LPI antagonism: -3%; Dengue-2 NS5 capping: -2%; HIV peptide binding: 0.2%; K1F lysis inhibition: 0.8%; GPR35 antagonists: 5%; GPR55 beta-arrestin: -0.3%; NTR1 agonist cell count 20 µM: 45

How did CCOc1ccc2nc(NC(=O)C3CCCN(S(=O)(=O)c4cccs4)C3)sc2c1 (configuration not stated) do in these assays?
Siah-1 displacement: 2%; NTR1 agonist: 4.4; AID2073: 6%; GPR55 LPI antagonism: -4%; Dengue-2 NS5 capping: 3%; HIV peptide binding: -1.5%; K1F lysis inhibition: 0.4%; GPR35 antagonists: -7%; GPR55 beta-arrestin: 0.0%; NTR1 agonist cell count 20 µM: 51

How did CC(C)(C)OC(=O)NCCCC[C@H](NC(=O)c1nc[nH]c1C(=O)N1CCN(c2ccccc2)CC1)C(=O)OC(C)(C)C do in these assays?
Siah-1 displacement: 10%; NTR1 agonist: 7.1; AID2073: -3%; GPR55 LPI antagonism: 10%; Dengue-2 NS5 capping: -4%; HIV peptide binding: -1.2%; K1F lysis inhibition: -0.8%; GPR35 antagonists: -8%; GPR55 beta-arrestin: -0.1%; NTR1 agonist cell count 20 µM: 97
